MEKK2wt PB1 HTS = raises or lowers MEK5 binding to wildtype human MEKK2 PB1 domain; 290,000 compounds, 1.1% hits; binding response (% of control), % at 10 µM; Q9Y2U5; AID 1531; bead flow cytometry, Alexa488-MEK5 binding to MEKK2 WT; actives lie on both sides; in the data active = binding response below about 67% or above about 130%
DNA FID counter = displaces DNA intercalator in HCV helicase counter-screen; DNA fluorescent intercalator displacement, fluorescence; inhibition, % at 7.9 µM; 290,000 compounds, 0.17% hits; AID 1845; in the data active = inhibition above about 37%;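 note: 0% = vehicle and 100% = reference compound; higher means more ethidium bromide displaced from hairpin DNA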
NALP1 yeast inh = blocks the NALP1 inflammasome reconstituted in yeast; inhibition, % at 10 µM; 280,000 compounds, 0.61% hits; S. cerevisiae NALP1/ASC/caspase-1 growth, X-gal OD620, 72 h; AID 2071; in the data active = inhibition mostly above about 24%, no sharp cut-off; inactive = mostly below about 32%; note: some compounds called inactive have numbers as strong as hits
MEKK2 mut-MEK5 = signal of MEK5 binding to mutant human MEKK2 PB1 domain. bead flow cytometry, Alexa488-MEK5 binding to MEKK2 mutant. percent response, % at 10 µM. 290,000 compounds, 0.35% hits. AID 1530; in the data active = percent response above about 24%, passing the limit was not always enough; note: inactives centre near 1; some results filed as inactive read as strong as hits
VIM-2 inh = blocks Pseudomonas aeruginosa VIM-2 metallo-beta-lactamase. purified VIM-2, nitrocefin hydrolysis, epi-absorbance fluorescence. inhibition, % at 5.6 µM. 290,000 compounds, 0.89% hits. AID 1527;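 active = inhibition above the mean of all tested compounds plus 3 SD, cutoff set per screening run, cut at about 7.5% in these data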;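 note: red hydrolysis product quenches plate fluorescence so inhibitors raise well fluorescence; 0% = enzyme with DMSO and 100% = DMSO without enzyme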
M18AAP inhibitor = PfM18AAP enzyme inhibition; recombinant PfM18AAP, H-Glu-NHMec fluorogenic cleavage; inhibition, % at 7.35 µM; 290,000 compounds, 1.2% hits; AID 1822;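 active = inhibition above the campaign mean inhibition over all tested compounds plus 3 SD, cut at about 28% in these data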;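 note: 0% = plate median of test compound wells and 100% = 2 mM ZnCl2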
UBC9 SUMO inh = inhibitors of human SUMOylation (UBC9) | P63279 | HTRF SUMOylation assay, SAE1/SAE2 + UBC9, in vitro | inhibition, % at 35 µM | 290,000 compounds, 0.36% hits | AID 2006; in the data active = inhibition above about 50%, passing the limit was not always enough; note: strong numbers were not always called active
Target sequence (P63279 whole entry, looked up): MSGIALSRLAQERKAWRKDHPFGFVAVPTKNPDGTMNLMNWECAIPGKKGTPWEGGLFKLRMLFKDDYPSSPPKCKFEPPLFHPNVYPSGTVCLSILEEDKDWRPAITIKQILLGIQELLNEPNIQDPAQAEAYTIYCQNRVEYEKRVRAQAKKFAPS
HCV NS3 hel inh = HCV NS3 helicase inhibition; NS3 helicase DNA unwinding, Cy5 molecular beacon fluorescence; inhibition, % at 10.9 µM; 290,000 compounds, 0.56% hits; AID 1800;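 active = inhibition above the mean of all tested compounds plus 3 SD, set per campaign, cut at about 35% in these data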;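 note: 0% = DMSO wells and 100% = thioflavine S control wells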
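Test system: hepatitis C virus NS3 helicase domain fragment enzyme. Also added: annealed dual-labelled DNA beacon duplex, ATP-started. Timing: 60 min unwinding reaction at 25 °C after ATP addition. Technique: Cy5 fluorescence. Measure: % inhibition of unwinding.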
IMP-1 inh = blocks Pseudomonas aeruginosa IMP-1 metallo-beta-lactamase; purified IMP-1, nitrocefin hydrolysis, epi-absorbance fluorescence; inhibition, % at 5.6 µM; 290,000 compounds, 0.45% hits; AID 1556;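 active = inhibition above the mean plus 3 SD of all compounds in the same screening run, cut at about 4.5% in these data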;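 note: 0% = IMP-1 with DMSO and 100% = DMSO wells lacking enzyme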
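System: purified IMP-1; amount: IMP-1 0.2 nM before substrate addition; compound: single dose, 5.6 µM; times: 25 °C, 15 min preincubation, 25 min reaction; signal: Epi-absorbance via hydrolysed-nitrocefin quenching of white-plate fluorescence, 480/530 nm, EDTA stop; benchmarks: DMSO with and without IMP-1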
Numbers without * were called inactive; · = not tested or not shown; [ ] = remark or other dose. This is a random part of the collection; overall some 4.7% were active at least once.

molecule,VIM-2 inh,IMP-1 inh,HCV NS3 hel inh,MEKK2 mut-MEK5,NALP1 yeast inh,UBC9 SUMO inh,M18AAP inhibitor,MEKK2wt PB1 HTS,DNA FID counter
COc1ccc(C)cc1NC(=O)C(NC(=O)c1cc(OC)c(OC)c(OC)c1)C(C)C (stereo not drawn),-0.2,-2.2,-9,-3,1,12,-2,94,-40
Cn1c2ccc(F)cc2c2ncn(CC3CCCO3)c(=O)c21 (stereo not drawn),0.6,-1.4,2,3,4,12,0,95,-8
CCOC(=O)c1ccc(NC(=O)CC2C(=O)N(c3cccc(OC)c3)C(=O)N2CCOC)cc1 (stereo not drawn),-2.1,-0.6,-23,14,0,8,-2,112,-15
N#C/C(=C\c1ccc(-c2ccccc2[N+](=O)[O-])o1)C(N)=O,-2.3,-2.2,7,-6,-3,7,10,99,5
CCc1cc2c(cc3c(=O)n(CC(=O)NCCCN(CC)CC)nc(CC)n32)s1,-3.8,-3.8,2,-1,4,9,-8,97,13
Cc1ccc(-c2noc(CSc3nnc(Cc4ccccc4)n3-c3ccc(Cl)cc3)n2)cc1,-1.7,-1.0,9,6,6,-11,-6,100,-22
Cc1c(C(=O)/C=C/c2cccs2)oc2ccc(F)cc12,0.0,0.9,7,1,7,-21,18,95,0
O=C(CCCc1nc(-c2ccccc2Cl)no1)NC1CCCC1,-2.3,-1.5,1,0,12,5,7,100,-28
O=C(OC1CCN(c2ncc(C(F)(F)F)cc2Cl)CC1)c1ccccc1,-3.1,-2.8,-3,0,14,26,9,104,-1
CCOC(=O)c1c(CN2CCN(c3ccccc3)CC2)oc2cc(Br)c(O)cc12,-2.2,-2.6,-14,4,16,-6,0,101,-8
Cc1ccc(C(=O)N2CCN(S(=O)(=O)c3cc(Br)ccc3Br)CC2)o1,-2.7,0.4,-5,-3,4,-4,-4,99,-31
CC1CN(C(NC(=O)c2ccccc2)C(Cl)(Cl)Cl)CC(C)O1 (stereo not drawn),-2.6,-3.5,3,-12,2,17,-1,88,10
CC(=O)Nc1ccc(S(=O)(=O)N2CCC(NC(=O)C(Cc3ccc(C)cc3)NC(C)=O)CC2)cc1 (stereo not drawn),1.2,-0.8,2,-4,19,10,-3,102,-17
CCOC(=O)c1c(/N=C/N(C)C)sc(C(=O)OC)c1C,-0.7,-6.0,-6,-9,23,13,-4,67,1
CCOC(=O)N1CCN(Cc2nc3cc(NC(=O)c4ccco4)ccc3n2CC)CC1,-4.7,-1.1,10,8,-10,23,-3,104,-44
COC(=O)CNC(=O)CSc1nc2sccc2c(=O)n1-c1ccccc1,-3.1,-2.4,4,4,-1,-12,0,104,-7
O=C(c1ccco1)c1cn(CC(=O)N2CCCC2)c2ccccc12,-2.2,-2.4,8,7,5,8,7,101,-9
CC(=O)c1ccc(NC(=O)COC(=O)c2ccccc2Nc2ccccc2)cc1,1.4,0.3,-3,-2,21,13,13,106,3
COCc1cc(=O)n2[nH]c(SC)nc2n1,-0.5,-2.2,-3,-2,4,2,-14,104,1
O=C(O)C1CC1(c1ccccc1)c1ccccc1 (stereo not drawn),-1.9,-2.1,1,7,3,6,-5,108,-4
C/C=C/C(=O)N1CC2(CC(c3cccc(NC(=O)CC(c4ccccc4)c4ccccc4)c3)=NO2)C[C@H]1C(N)=O (stereo partly drawn),·,·,·,4,20,6,·,106,·
CNC(=O)C(=O)NCC1OCCN1S(=O)(=O)c1ccc2c(c1)OCCO2 (stereo not drawn),-0.3,-1.2,10,·,-13,0,2,·,1
O=c1c2cnn(-c3ccccc3)c2ncn1Cc1cccc(Cl)c1,0.3,-3.1,-5,10,·,-7,-5,96,4
CC(NC(=O)C(=O)NCCN1CCN(C(=O)c2ccccc2Br)CC1)c1ccccc1 (stereo not drawn),0.5,-1.2,3,2,19,11,-2,106,-34
Cc1ccc(C(=O)N(CCN(C)C)CC2CCCN(Cc3ccccc3F)C2)cc1C (stereo not drawn),-0.7,0.4,-29,5,26,8,-2,116,13

Continuation:
molecule,VIM-2 inh,IMP-1 inh,HCV NS3 hel inh,MEKK2 mut-MEK5,NALP1 yeast inh,UBC9 SUMO inh,M18AAP inhibitor,MEKK2wt PB1 HTS,DNA FID counter
COc1cc(C(=O)Nc2nc3ccccc3[nH]2)ccc1OC(F)F,-3.7,-4.1,-12,10,-3,0,5,112,-14
CSc1nc(C)c(Oc2ccccc2)c(=O)n1C,-1.4,-3.5,-11,-21,·,-2,-2,-1.0*[inhibitor],-4
CC(C)(C)c1cc(Cl)c(O)c(NC(=S)NC(=O)c2cccnc2)c1,-3.9,-2.5,23,-4,10,9,7,92,-8
CCn1c(O)c(N=NC(=O)CNc2cccc(C)c2)c2ccccc21,-3.0,-1.8,-5,1,27,-11,6,107,-20
COc1cc(C)c(Cl)cc1S(=O)(=O)NCc1ccncc1,-4.6,-6.3,-1,1,7,18,2,98,-4
CCOCCCn1c(=S)[nH]c2cc(C(=O)NCCN(CC)CC)ccc2c1=O,-0.5,-3.8,-5,-2,-1,5,4,102,11
COc1ccc(N2CCN(C(=O)CCS(=O)(=O)c3ccc(OC)cc3)CC2)cc1,-2.4,0.3,-6,-3,4,-8,4,95,-26
O=C(c1ccccc1)N1CCN(CC(O)COC2CCCCC2)CC1 (stereo not drawn),-0.3,-2.8,5,15,25,-7,-5,120,-8
CC1CCN(c2ncnc3c2cnn3-c2ccccc2)CC1,-1.1,0.3,1,7,20,10,-5,102,-9
CCCc1nc(N2CCOCC2)c(C#N)c2c1CCCC2,0.5,0.7,-9,3,-11,0,3,105,-8
CCC(Oc1ccccc1OC)C(=O)Nc1ccc2c(c1)n(C)c(=O)n2C (stereo not drawn),-1.5,-3.4,-8,16,-14,13,3,109,-31
O=c1c2cc(Cl)ccc2oc2nc3n(c(=O)c12)CCCS3,9.7*,1.4,13,-9,5,22,-46,81,-2
Cc1nnc(SCC(=O)N2CCN(C(=O)c3ccco3)CC2)n1-c1ccccc1,-2.4,-1.3,1,-5,31,-1,-14,106,-9
O=C(Cc1ccc(F)cc1)Nc1cccc2cccnc12,-2.1,-3.4,6,0,12,1,-3,106,-11
Cc1n[nH]c(=S)n1/N=C/c1ccc(-c2ccccc2[N+](=O)[O-])o1,0.7,-3.2,-4,1,5,30,7,95,3
CCC1CCCCN1CCCNC(=O)C1CCCN(c2nn3c(=O)cc(C)nc3s2)C1 (stereo not drawn),1.7,0.4,7,-1,-1,-12,1,98,7
Cc1c(CC(=O)N2CCN(C(=O)C3COc4ccccc4O3)CC2)c(=O)oc2c(C)c(O)ccc12 (stereo not drawn),-0.9,-0.8,-5,-1,16,50*,7,104,-54
CC(C)Cc1cc(C(=O)Nc2cc(Cl)ccc2Cl)no1,-4.1,-4.7,9,·,32,13,1,·,-6
CCN(CC)CCCNC(=O)Cn1cnc2ccc(S(=O)(=O)N3CCC(C)CC3)cc2c1=O,0.4,-1.8,-1,3,18,-3,-3,103,24
CC(O)(C#CCN1CCCCCC1)c1ccccc1 (stereo not drawn),-3.7,-4.0,0,-6,-7,8,-6,83,-1
CCOC(=O)c1ccccc1NC(=O)N1CCn2c(C)ccc2C1CC (stereo not drawn),-1.2,-2.0,-7,1,-22,4,-2,102,-5
CC(=O)c1c(C)[nH]c(C(=O)NC(C)c2ccccc2)c1C (stereo not drawn),-0.9,-3.4,21,-2,14,1,2,96,4
Cc1nnc(CN(C)C(=O)c2cc(COc3ccc(C)c(C)c3)on2)o1,-1.8,-2.9,8,6,18,-2,-1,107,-33
Cc1cc(C)c(S(=O)(=O)NC(CC(=O)O)c2cccc([N+](=O)[O-])c2)c(C)c1 (stereo not drawn),-0.8,-1.7,8,0,21,12,0,104,-28
CCNc1oc(-c2ccc(OC)cc2)nc1S(=O)(=O)c1ccc(Br)cc1,-2.5,-4.4,17,3,18,14,-1,96,2

Entries of single compounds, quoted from the list.
Listed for `N#C/C(=C\c1ccc(-c2ccccc2[N+](=O)[O-])o1)C(N)=O` → VIM-2 inh = -2.3; IMP-1 inh = -2.2; HCV NS3 hel inh = 7; MEKK2 mut-MEK5 = -6; NALP1 yeast inh = -3; UBC9 SUMO inh = 7; M18AAP inhibitor = 10; MEKK2wt PB1 HTS = 99; DNA FID counter = 5
Listed for `CCOC(=O)c1c(/N=C/N(C)C)sc(C(=O)OC)c1C` → VIM-2 inh = -0.7; IMP-1 inh = -6.0; HCV NS3 hel inh = -6; MEKK2 mut-MEK5 = -9; NALP1 yeast inh = 23; UBC9 SUMO inh = 13; M18AAP inhibitor = -4; MEKK2wt PB1 HTS = 67; DNA FID counter = 1

(continued)
molecule,VIM-2 inh,IMP-1 inh,HCV NS3 hel inh,MEKK2 mut-MEK5,NALP1 yeast inh,UBC9 SUMO inh,M18AAP inhibitor,MEKK2wt PB1 HTS,DNA FID counter
O=C(NC(Cc1ccccc1)C(=O)O)/C(=C\c1ccc(Cl)cc1)NC(=O)c1ccccc1 (stereo not drawn),1.1,0.7,6,4,16,4,-7,101,-29
COc1ccc2ccccc2c1CNCCN1CCOCC1,-3.9,-5.6,-17,7,6,2,1,110,18
NNC(=O)CNc1cccc(Cl)c1,-3.4,-1.0,0,-12,-5,-12,4,85,0
CCN1CCN(C(=O)C2COc3ccccc3O2)CC1 (stereo not drawn),-2.6,-2.2,2,6,9,4,1,104,-3
Cn1ccs/c1=N\C(=O)Nc1cccc(C(F)(F)F)c1,-2.4,-2.5,3,4,14,-12,-4,105,-3
Fc1ccc(CNc2ccc(CNc3ncn[nH]3)cc2)cc1,-2.6,-3.2,1,10,-15,2,32*,102,-1
Cc1cc(C)n2nc(NCc3cccc(Br)c3)nc2n1,-2.1,-2.0,2,-2,-13,35,-4,100,-15
N#C/C(=C\c1cn(-c2ccccc2)nc1-c1cccnc1)c1nnc2n1CCCCC2,1.7,-2.7,4,0,0,22,2,105,-24
